Screening results: PubChem BioAssay, several laboratories
Dengue-2 NS5 capping: Dengue-2 NS5 methyltransferase inhibitors, primary screen, biochemical, confirmation dose response (AID 588689); 340,000 tested, 0.3% active; inhibition, % at 25 µM; hits with a dose series show IC50 in µM; Dengue-2 NS5 methyltransferase capping enzyme assay, biochemical; higher % means a stronger effect; in the data active means a potency from the dose series; inconclusive means inhibition above about 29% without an active follow-up result
LYP phosphatase: inhibitors of LYP phosphatase, biochemical, fluorescence intensity, uHTS (AID 1779) | Tyrosine-protein phosphatase non-receptor type 22 (Homo sapiens) | recombinant LYP phosphatase, fluorescence intensity; higher % means a stronger effect | inhibition, % at 11.5 µM; hits with a dose series show IC50 in µM | 290,000 tested, 0.054% active; in the data active means inhibition above about 50%;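 further: plate controls were vehicle with enzyme for no effect and no enzyme for full effect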
AID2073: inhibitors of Mint1-CaV2.2 protein interaction, biochemical, HTRF (AID 2073); Voltage-dependent N-type calcium channel subunit alpha-1B (Homo sapiens); HTRF protein-protein interaction, Mint1-CaV2.2; higher % means a stronger effect; inhibition, % at 20 µM; hits with a dose series show IC50 in µM; 290,000 tested, 0.19% active; in the data active means inhibition mostly above about 51%, no sharp cut-off; inconclusive means no clear call, values can overlap the other calls; inactive means mostly below about 53%; further: some results filed as inactive read as strong as hits
UTI89 phage lysis: inhibition of K1F phage lysis, E. coli UTI89, bacterial capsule biogenesis inhibitors, alamar blue (AID 488966); E. coli UTI89 K1F phage lysis, alamar blue, 2 h; higher % means a stronger effect; inhibition, % at 100 µM; hits with a dose series show IC50 in µM; 340,000 tested, 0.02% active;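 active means phage lysis inhibition, versus mean bacterial control, above a set limit; inconclusive means no clear call, values can overlap the other calls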;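 further: capsule biogenesis inhibitors block K1F phage lysis so surviving cells raise fluorescence; higher fluorescence means more inhibition of phage lysis; actives were called in the ten point dose series up to 300 µM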
RSV CPE inhibition: RSV antiviral activity via CPE protection, HEp-2 cells, primary 10 µM value included (AID 2391); 310,000 tested, 0.13% active; HEp-2 cells, RSV-induced CPE inhibition; higher % means a stronger effect; CPE inhibition, % at 10 µM, or IC50 in µM where a hit was titrated; in the data active means a potency from the dose series; inconclusive means CPE inhibition mostly from about 23% at the one dose, without a potency; inactive means the rest, 99 in 100 with CPE inhibition below about 21%; further: strong numbers were not always called active
NTR1 ag: agonists of NTR1, primary screen, imaging, U2OS cells, beta-arrestin-GFP, high content (AID 493036). Neurotensin receptor type 1 (Homo sapiens), P30989. NTR1-U2OS beta-arrestin-GFP spot imaging, agonist mode. activation, % at 20 µM. 330,000 tested, 0.17% active;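 active means activation at or above 40% of the spot to cytoplasm intensity ratio, with at least 20 cells analyzed; inconclusive means wells under 20 cells, flagged as cytotoxic or low count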;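 further: 0% = DMSO without peptide and 100% = 100 nM NTR1 peptide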
Target sequence (P30989 whole entry, looked up): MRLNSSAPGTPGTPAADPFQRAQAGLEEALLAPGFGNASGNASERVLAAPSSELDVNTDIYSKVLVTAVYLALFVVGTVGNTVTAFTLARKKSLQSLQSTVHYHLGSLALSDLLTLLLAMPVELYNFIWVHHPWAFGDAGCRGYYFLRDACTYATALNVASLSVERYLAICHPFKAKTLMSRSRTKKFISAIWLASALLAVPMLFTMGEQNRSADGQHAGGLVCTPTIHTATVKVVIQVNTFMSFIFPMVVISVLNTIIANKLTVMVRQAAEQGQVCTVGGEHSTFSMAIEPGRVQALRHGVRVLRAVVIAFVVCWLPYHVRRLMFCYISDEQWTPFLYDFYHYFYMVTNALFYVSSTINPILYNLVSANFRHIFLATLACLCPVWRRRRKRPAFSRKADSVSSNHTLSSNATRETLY
Autophagy HCS: autophagy modulators in MEF cells, primary screen, imaging, high-content, MEF GFP-LC3; MEF GFP-LC3 puncta imaging; test concentration mostly 10 µM; calls only at 10 µM (by protocol); 190,000 tested, 0.98% active;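 active means percentage of spot-positive cells more than 3 SD above its plate mean, without a fluorescence outlier flag or 80% toxicity; inconclusive means no clear call, values can overlap the other calls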;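 further: spot-positive cell cutoff set from DMSO-treated cells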
WT yeast gro inh: growth inhibition of WT strain, primary screen, mitochondrial fusion inhibitor project, WT and mutant strains, chemical genetic; inhibition, % at 10 µM; AID 1362, 2008; 190,000 tested, 2.1% active; mitochondrial fusion phenotypic screen; in the data active means inhibition above about 58%; tested in S. cerevisiae
GPR35 antagonists: GPR35 antagonists blocking zaprinast-driven arrestin recruitment, primary screen, imaging, U2OS, beta-arrestin-GFP, zaprinast agonist (AID 2058). one-dose inhibition, % at 10 µM; IC50 in µM for titrated hits. U2OS GPR35 beta-arrestin-GFP translocation imaging, zaprinast antagonism; higher % means a stronger effect. 290,000 tested, 0.052% active;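 active means inhibition of at least 50% with at least 30 cells and total cytoplasm GFP at most 10,000,000; inconclusive means under 30 cells or total GFP of 10,000,000 plus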
WT yeast gro inh mutant strain: further read-out of WT yeast gro inh, marked with its call; inhibition, %; mitochondrial fusion phenotypic screen, mutant strain inhibition
Autophagy HCS cell loss 18 h: further read-out of Autophagy HCS, marked with its call; toxicity, %; measured here: cell loss, nuclei count;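 cell loss after 18 h compound exposure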
NTR1 ag cell count 20 µM: also measured in NTR1 ag; calls as there; cell count; measured here: cell count, cytotoxicity flag
* marks the source's active call; other numbers are inactive results; i = inactive; ? = inconclusive; · = no result given; [ ] = remark or other dose.

SMILES	Dengue-2 NS5 capping	LYP phosphatase	AID2073	UTI89 phage lysis	RSV CPE inhibition	NTR1 ag	NTR1 ag cell count 20 µM	Autophagy HCS	Autophagy HCS cell loss 18 h	WT yeast gro inh	WT yeast gro inh mutant strain	GPR35 antagonists
Cc1cc(C)c(-c2c(O)c3cccc4c3n(c2=O)CCC4)c(C)c1	-5%	-4%	11%	6.0%	0.9%	4.3	40	i	8	-36	0	-7%
OC(COCCC12CC3CC(CC(C3)C1)C2)CN1CCCC1 (centres undefined)	-10%	-7%	-5%	0.6%	-2.1%	1.4	54	i	0	27	2	2%
O=C(CSc1ncn[nH]1)Nc1ccccc1Sc1ccc(Cl)cc1	3%	-5%	-1%	-0.4%	-1.7%	8.3	33	i	-5	-16	-51	-8%
CC(=O)N(Cc1ccccc1)Cc1nc2sc(C)c(C)c2c(=O)[nH]1	·	-3%	-16%	-0.1%	-0.4%	1.1	71	i	0	-12	-14	22%
Cc1cc(C)c(-n2[nH]nnc2=S)c(C)c1	-1%	-8%	-28%	0.3%	2.4%	-1.0	57	·	·	·	·	-9%
C/C(CC(=O)Nc1ccc2c(c1)OCCO2)=N\NC(=O)Cc1ccccc1	-1%	-7%	20%	0.5%	1.8%	0.8	45	·	·	·	·	-11%
CCC(Oc1ccccc1)C(=O)N1CCC(C(N)=O)CC1 (centres undefined)	1%	-4%	-6%	1.7%	-0.5%	0.8	52	i	0	-20	-4	-8%
Cc1cc(-c2ccco2)n(CC(=O)NCCCc2ccccc2)n1	-5%	-2%	8%	-0.4%	0.5%	-0.2	50	i	6	9	7	-4%
COc1ccc(S(=O)(=O)N2CCCCCC2)cc1C(=O)N(C)Cc1ccccc1F	-1%	·	·	-0.3%[50 µM]	0.8%	-0.4	47	·	·	·	·	·
CCNC(=O)NC(=O)COC(=O)C1CSC2(C)CCC(=O)N12 (centres undefined)	7%	-4%	3%	0.0%	0.9%	0.2	81	i	8	0	-4	3%
CCOc1ccc(CCNC(=O)COC(=O)c2c(C)nn(-c3ccccc3)c2C)cc1OCC	-6%	-9%	-4%	1.5%[50 µM]	5.9%	2.7	67	·	·	·	·	-10%
N#CC1=C(N)Oc2c(O)cc3ccccc3c2C1c1ccsc1 (centres undefined)	47%	3%	15%	-0.5%	?	17	77	i	27	7	-13	-1%
O=C(N/C(=C/C=C/c1ccccc1)C(=O)N1CCCCC1)c1ccc([N+](=O)[O-])cc1	-13%	3%	8%	2.4%	-0.3%	1.7	36	i	-1	13	2	-7%
COc1ccc(NC(=O)CSc2nc(O)cc(=O)n2-c2ccccc2OC)cc1	-12%	-2%	10%	-1.1%	1.7%	-1.2	45	i	-16	-8	-8	2%
CCCCC(=O)Nc1cccn2ncnc12	0%	-2%	0%	0.0%	-0.9%	-0.6	42	i	-10	2	-22	0%
Cc1ccc(CN(CCO)CCO)cc1	-4%	-5%	46%	0.2%	2.0%	-0.6	51	i	11	-6	10	-7%
C/C(=N/NC(=O)c1ccc(Cn2cccn2)o1)c1cccc(NC(=O)c2ccncc2)c1	1%	-10%	6%	0.2%	·	-0.6	63	·	·	·	·	5%
COc1cccc(OCc2nnc(SCC(=O)OCc3ccccc3)o2)c1	-2%	2%	-7%	2.0%	1.5%	1.0	62	i	0	-12	-1	14%
Cc1cccc(NC(=O)c2ccc(N3C(=O)C4C5C=CC(C6CC56)C4C3=O)cc2)c1 (centres undefined)	5%	-6%	10%	1.2%[50 µM]	0.2%	3.3	78	·	·	·	·	-6%
C#CCCc1cocc1/C=[N+](\[O-])c1ccc(C(=O)OCC)cc1	-2%	·	·	0.4%	-0.4%	-1.1	61	·	·	·	·	·
CCOc1ccc(NC(=S)NNc2ccnc3cc(Cl)ccc23)cc1	-4%	10%	35%	0.8%	-0.8%	2.8	55	i	-5	10	15	-2%

Reprinted at random: four entries already listed
SMILES	Dengue-2 NS5 capping	LYP phosphatase	AID2073	UTI89 phage lysis	RSV CPE inhibition	NTR1 ag	NTR1 ag cell count 20 µM	Autophagy HCS	Autophagy HCS cell loss 18 h	WT yeast gro inh	WT yeast gro inh mutant strain	GPR35 antagonists
CCC(Oc1ccccc1)C(=O)N1CCC(C(N)=O)CC1 (centres undefined)	1%	-4%	-6%	1.7%	-0.5%	0.8	52	i	0	-20	-4	-8%
Cc1cc(-c2ccco2)n(CC(=O)NCCCc2ccccc2)n1	-5%	-2%	8%	-0.4%	0.5%	-0.2	50	i	6	9	7	-4%
COc1ccc(S(=O)(=O)N2CCCCCC2)cc1C(=O)N(C)Cc1ccccc1F	-1%	·	·	-0.3%[50 µM]	0.8%	-0.4	47	·	·	·	·	·
COc1ccc(NC(=O)CSc2nc(O)cc(=O)n2-c2ccccc2OC)cc1	-12%	-2%	10%	-1.1%	1.7%	-1.2	45	i	-16	-8	-8	2%

Another view of three compounds above:
Values run as follows: Dengue-2 NS5 capping	LYP phosphatase	AID2073	UTI89 phage lysis	RSV CPE inhibition	NTR1 ag	NTR1 ag cell count 20 µM	Autophagy HCS	Autophagy HCS cell loss 18 h	WT yeast gro inh	WT yeast gro inh mutant strain	GPR35 antagonists
- OC(COCCC12CC3CC(CC(C3)C1)C2)CN1CCCC1 (centres undefined)
    -10%	-7%	-5%	0.6%	-2.1%	1.4	54	i	0	27	2	2%
- O=C(CSc1ncn[nH]1)Nc1ccccc1Sc1ccc(Cl)cc1
    3%	-5%	-1%	-0.4%	-1.7%	8.3	33	i	-5	-16	-51	-8%
- CC(=O)N(Cc1ccccc1)Cc1nc2sc(C)c(C)c2c(=O)[nH]1
    ·	-3%	-16%	-0.1%	-0.4%	1.1	71	i	0	-12	-14	22%
